Source: PubChem BioAssay
TRPC4 potent: allosteric potentiators of mouse TRPC4 channel | Q9QUQ5 | B-score at 10 µM | 310,000 compounds, 0.42% hits | HEK293 TRPC4beta/mu-opioid, DAMGO EC20, Fluo-4 Ca2+ flux; stronger effect = higher value;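 active = B-score of calcium response area above 5 SD of library B-scores, with initial fluorescence ratio within 5 SD of library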;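 note: B-score of integrated fluorescence ratio over time as area under calcium response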
TRPC4 block: blocks the mouse TRPC4 cation channel | Q9QUQ5 | HEK293 TRPC4beta/mu-opioid, DAMGO-evoked Fluo4 calcium flux; stronger effect = lower value | B-score at 10 µM | 300,000 compounds, 0.39% hits | AID 2247;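 active = B-score over 3 SD under the library average, no early fluorescence shift, positive overall ratio signal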
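Assay system – HEK293 line stably carrying TRPC4beta and mu-opioid receptor · Doses – single dose · Detection – Fluo4 calcium-dye fluorescence, kinetic read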
SKKanGAS inh: inhibitors of SKKanGAS S. pyogenes growth in kanamycin (SK-promoter or general growth effect); 300,000 compounds, 1.3% hits; BacTiter-Glo, 6 h; inhibition, % at 7.5 µM; AID 1662;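 active = mean replicate score, as percent of positive control median, at least 50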;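 note: strain carries kanamycin resistance gene driven by streptokinase promoter and grows in 40 µg/ml kanamycin; loss of luminescence reflects streptokinase promoter inhibition or plain growth inhibition; 0% = median of DMSO wells and 100% = positive control at its reference dose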
TRPC6 activator: activates the mouse TRPC6 cation channel | HEK293-TRPC6 membrane potential dye fluorescence; stronger effect = higher value | B-score at 10 µM | 310,000 compounds, 0.13% hits | AID 2550;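 active = B-score of the integrated fluorescence ratio above library mean plus 3 SD, and starting fluorescence ratio within library mean plus 5 SD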;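 note: higher score means more depolarization so channel activation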
Target sequence (Q61143 whole entry, looked up): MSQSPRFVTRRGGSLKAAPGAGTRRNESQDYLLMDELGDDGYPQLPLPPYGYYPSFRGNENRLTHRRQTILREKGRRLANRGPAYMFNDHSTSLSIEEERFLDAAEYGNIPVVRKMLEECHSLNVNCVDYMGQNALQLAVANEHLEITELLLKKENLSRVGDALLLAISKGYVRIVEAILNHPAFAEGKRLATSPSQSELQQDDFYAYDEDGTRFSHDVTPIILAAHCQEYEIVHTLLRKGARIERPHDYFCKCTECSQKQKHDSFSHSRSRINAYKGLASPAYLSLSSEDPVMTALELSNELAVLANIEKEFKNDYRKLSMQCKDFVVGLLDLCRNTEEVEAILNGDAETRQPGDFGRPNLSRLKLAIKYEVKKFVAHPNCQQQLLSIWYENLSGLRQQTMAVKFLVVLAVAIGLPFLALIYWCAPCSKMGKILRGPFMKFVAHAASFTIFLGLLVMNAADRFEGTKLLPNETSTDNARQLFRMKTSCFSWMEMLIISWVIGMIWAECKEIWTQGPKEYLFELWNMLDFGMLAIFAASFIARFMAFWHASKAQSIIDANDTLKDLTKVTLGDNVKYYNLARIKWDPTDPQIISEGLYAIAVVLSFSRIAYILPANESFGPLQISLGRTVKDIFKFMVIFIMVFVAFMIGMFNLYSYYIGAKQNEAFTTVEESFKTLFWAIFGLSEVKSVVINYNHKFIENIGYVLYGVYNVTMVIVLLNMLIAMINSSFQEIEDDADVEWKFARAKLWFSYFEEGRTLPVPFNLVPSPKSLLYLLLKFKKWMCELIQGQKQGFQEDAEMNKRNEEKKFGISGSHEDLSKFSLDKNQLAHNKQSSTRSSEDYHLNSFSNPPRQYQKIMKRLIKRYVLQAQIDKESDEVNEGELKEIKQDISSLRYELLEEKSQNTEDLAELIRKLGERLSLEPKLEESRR
TRPC6 inhibitor: blocks the mouse TRPC6 cation channel. AID 2553. HEK293-TRPC6, membrane potential dye, ACh-evoked depolarization; stronger effect = lower value. Q61143. B-score at 10 µM. 310,000 compounds, 1.1% hits;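 active = B-score under library mean minus 3 SD, initial fluorescence not abnormally high, positive integrated signal ratio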;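 note: B-score derived from integrated fluorescence ratio over the kinetic read; more negative B-score means stronger inhibition of depolarization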
MrgX1 ag: human MrgX1 receptor agonism, primary screen. Q96LB2. MrgX1-HEK293 cells, Fluo-4 calcium fluorescence, agonist mode; stronger effect = higher value. B-score at 10 µM. 310,000 compounds, 0.44% hits;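 active = calcium response B-score plate-corrected fluorescence ratio at least 3 library SD, with starting fluorescence B-score inside 5 SD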
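times = overnight plating, then 30 min 37 °C plus 30 min room-temperature dye loading | assay system = stable human MrgX1 HEK293 cell line | input = fifteen thousand cells per well | signal = kinetic calcium dye fluorescence, Fluo-4 NW | dosing = compound delivered in addition one of three | read-out = B-scored fluorescence response ratio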
TMEM16A act: activates or potentiates the mouse TMEM16A chloride channel. HEK293 TMEM16A/YFP-H148Q/I152L, iodide quench fluorescence; stronger effect = lower value. 340,000 compounds, 0.3% hits. B-score at 10 µM;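 active = fluorescence-ratio B-score plate-corrected deviation score at least 3 library SD below zero, with starting fluorescence score within 5 deviations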;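 note: channel opened by trigger with iodide after compound preincubation; score built on the fluorescence ratio of max minus min over baseline; more negative score means more quench and so TMEM16A activation or potentiation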
MrgX1 antag: blocks BAM8-22 activation of human MrgX1 receptor. MRGX1-HEK293 calcium flux, Fluo-4, BAM8-22 antagonism; stronger effect = lower value. B-score at 10 µM. 310,000 compounds, 1.3% hits. AID 588676;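 active = calcium-response B-score plate-corrected more than 3 library SD below zero, starting fluorescence within 5 deviations, no agonist response on first addition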;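 note: peak minus trough fluorescence over baseline after final BAM8-22 challenge near maximal dose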
TRPC4 act: TRPC4 (mouse) channel activation | Q9QUQ5 | HEK293 TRPC4beta/mu-opioid, Fluo4 calcium fluorescence; stronger effect = higher value | B-score at 10 µM | 310,000 compounds, 0.49% hits | AID 2237;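 active = B-score above 5 SD of library B-scores, and initial fluorescence ratio not above library mean plus 5 SD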;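 note: positive B-score marks a calcium rise read as TRPC4 activation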
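Test system: HEK293 cells stably co-expressing mouse TRPC4beta and mu-opioid receptor | Schedule: Fluo4 dye loading 45 min at room temperature, 110 s recording | Measured by: Kinetic Fluo4 calcium fluorescence, 5 s baseline at 1 Hz | Evaluation: B score of integrated ratio | Controls: Buffer (low) and maximal DAMGO (high)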
TMEM16A inh: inhibitors of mouse TMEM16A calcium-activated chloride channel | 310,000 compounds, 1.2% hits | HEK293 TMEM16A/YFP iodide influx fluorescence, ionomycin | normalized B-score (activity score, 25-100; higher = stronger inhibition) at 10 µM;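 active = ratio plate-corrected score three or more library SD toward inhibition, starting fluorescence score within five deviations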;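 note: score derived from kinetic fluorescence span divided by baseline fluorescence per well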
MrgX1 PAM: allosterically activates human MrgX1 receptor signaling | Q96LB2 | MrgX1-HEK293, Fluo-4 calcium flux, FDSS; stronger effect = higher value | B-score at 10 µM | 310,000 compounds, 0.63% hits;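 active = plate-corrected calcium response at least 3 library SD above typical, normal starting fluorescence, not activating the receptor alone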;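 note: compound read alongside a low EC10 to EC30 dose of BAM8-22 agonist; peak minus trough fluorescence over baseline measured at the second addition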
* marks the source's active call; other numbers are inactive results; i = inactive; x = no result given; & = joins results of further samples.

SMILES	TRPC4 potent	TRPC4 block	SKKanGAS inh	TRPC6 activator	TRPC6 inhibitor	MrgX1 ag	TMEM16A act	MrgX1 antag	TRPC4 act	TMEM16A inh	MrgX1 PAM
O=C(NCCN1CCOCC1)c1ccc(Cl)cc1	i	i	-4	i	i	i	i	i	i	i	i
C[C@H]1c2cccc(O)c2C(O)=C2C(=O)[C@]3(O)C(O)=C(C(N)=O)C(=O)[C@@H](N(C)C)[C@@H]3[C@@H](O)[C@@H]21	i	i	97*	i	i	i	i	i	i	i	i
COc1cc2c(c(OC)c1OC)-c1c(cc(OC)c(OC)c1OC)C[C@H](C)[C@H](C)C2	i	i	26	i	i	i	i	i	i	i	i
Cc1oncc1C(=O)Nc1ccc(C(F)(F)F)cc1	i	i	9	i	i	i	i	i	i	i	i
CC(C)(C(=O)c1cccnc1)c1cccnc1	i	i	4	i	i	i	i	i	i	i	i
C/C=C(/C)C(=O)O[C@@H]1c2cc3c(c4c2[C@@]2(CO4)C(=O)C(OC)=C(OC)C=C2C[C@@H](C)[C@H]1C)OCO3	i	i	-6	i	i	i	i	i	i	i	i
CN1CCN(CCCN2c3ccccc3Sc3ccc(S(=O)(=O)N(C)C)cc32)CC1	x	x	x	x	x	i	i	i	x	i	i
C[C@H]1c2cccc(O)c2C(O)=C2C(=O)C3(O)C(O)=C(C(N)=O)C(=O)[C@@H](N(C)C)[C@@H]3[C@@H](O)[C@@H]21 (stereo not given in full)	x	x	x	x	x	i	i	i	x	i	i
CN(C)CCC[C@@]1(c2ccc(F)cc2)OCc2cc(C#N)ccc21	i	i	28	i	i	i	i	i	i	i	i
COc1cc(C)nc(-n2nc(C)cc2OC)n1	i	i	-6	i	i	i	i	i	i	i	i
Oc1cc2c(cc1O)C1c3ccc(O)c(O)c3OCC1(O)C2 (stereo not given)	x	x	x	x	x	i	-12*	i	x	i	i
CC(=O)O[C@@]12CO[C@@H]1C[C@H](O)[C@@]1(C)C(=O)[C@H](O)C3=C(C)[C@@H](OC(=O)[C@H](O)[C@@H](NC(=O)OC(C)(C)C)c4ccccc4)C[C@](O)([C@@H](OC(=O)c4ccccc4)[C@H]21)C3(C)C	i	i	3	i	i	i	x	i	i	i	i
O=C(c1ccccc1)c1ccc2n1CCC2C(=O)O (stereo not given)	i	i	-1	i	i	i	i	i	i	i	i
CCOC(=O)Nc1ccc(NCc2ccc(F)cc2)nc1N	x	x	x	x	x	i	i	i	x	i	i
C[C@]12CC[C@H]3C(=CCc4cc(O)ccc43)[C@@H]1CCC2=O	i	i	-7	i	i	i	i	i	i	i	i
CCOC(=O)Nc1ccc2c(c1)N(C(=O)CCN1CCOCC1)c1ccccc1S2	i	i	3&-4	i	i	i	i	i	i	i	i
COc1cc(NC(=O)c2cc(C3CC3)on2)c(OC)cc1Cl	i	i	-8	i	i	i	i	i	i	i	i
CCCc1cc(C(N)=S)ccn1	i	i	-1	i	i	i	i	i	i	i	i
COc1ccc(S(=O)(=O)Nc2nnc(CC(C)C)s2)cc1	i	i	3	i	i	i	i	i	i	i	i
CN=C(N)NC(=O)Nc1c(C)cccc1C	i	i	-2	i	i	i	i	i	i	i	i
CC[C@]12CCCN3CCc4c(n(c5ccccc45)[C@@](O)(C(=O)OC)C1)[C@@H]32	x	x	x	x	x	i	i	i	x	i	i
Cc1ccsc1/C=C/C1=NCCCN1C	i	i	-1	i	i	i	i	i	i	i	i
C[C@@H]1C[C@H]2[C@@H]3C[C@H](F)C4=CC(=O)C(Cl)=C[C@]4(C)[C@@]3(F)[C@@H](O)C[C@]2(C)[C@@]1(O)C(=O)CO	i	i	-3	i	i	i	x	i	i	i	i
CCC(Cc1c(I)cc(I)c(N)c1I)C(=O)O (stereo not given)	x	x	x	x	x	i	i	i	x	i	i
CCCCOC(=O)c1ccc(N)cc1	i	i	-2	i	i	i	i	i	i	i	i
O=C1CCc2cc(OCCCCc3nnnn3C3CCCCC3)ccc2N1	i	i	1	i	i	i	i	i	i	i	i
CN1CCC(=C2c3ccccc3CC(=O)c3sccc32)CC1	i	i	-1	i	i	i	i	i	i	i	i
Nc1ncnc(Nc2ccccc2)n1	i	i	-1	i	i	i	i	i	i	i	i
CN(CCOc1ccc(NS(C)(=O)=O)cc1)CCc1ccc(NS(C)(=O)=O)cc1	i	i	1	i	i	i	x	i	i	i	i
CCCN(CCC)C(=O)C(CCC(=O)O)NC(=O)c1ccccc1 (stereo not given)	i	i	-4	i	i	i	i	i	i	i	i
CCN(CC)S(=O)(=O)c1ccc(C(=O)O)cc1	i	i	-3	i	i	i	i	i	i	i	i
COc1ccc(Sc2ccc(NC(=O)c3ccccc3Cl)cc2C#N)cc1	i	i	52*	i	i	i	i	i	i	i	i
CN(C)C(=O)COc1ncnc2scc(-c3ccc(F)cc3)c12	i	i	-1	i	i	i	i	i	i	i	8.2*
CCOc1ccc(NC(=S)N2CCC(C(O)(c3ccccc3)c3ccccc3)CC2)cc1	i	i	-2	i	i	i	i	i	i	i	i
C#C[C@]1(O)CC[C@H]2[C@@H]3CCC4=CC(=O)CC[C@@H]4[C@H]3CC[C@@]21CC	i	i	-6	i	i	i	i	i	i	i	i
CC1CCc2c(N3CCC(O)CC3)c(F)cc3c(=O)c(C(=O)O)cn1c23 (stereo not given)	x	x	x	x	x	i	i	i	x	i	i
OCC(O)CN1CCN(c2ccccc2)CC1 (stereo not given)	i	i	-5	i	i	i	i	i	i	i	i
COc1cc(C(=O)NCCCCCC(=O)O)cc(OC)c1OC	i	i	-2	i	i	i	i	i	i	i	i
CN(C)CCOC(=O)C(c1ccccc1)C1(O)CCCC1 (stereo not given)	i	i	1	i	-7.5*	i	i	i	i	i	i
CN1CCN(c2c(F)cc3c(=O)c(C(=O)O)cn4c3c2SCC4)CC1	i	i	14&5	i	i	i	i	i	i	i	i
CC1(C)Oc2ccc(C#N)cc2[C@@H](N2CCCC2=O)[C@@H]1O	i	i	1	i	i	i	i	i	i	i	i
CCN(CC)CCOC(=O)C(c1ccccc1)c1ccccc1	i	i	-5	i	i	i	i	i	i	i	i
O=C(O)CCCCCCCC(=O)O	i	i	-8	i	i	i	i	i	i	i	i
COc1c(O)cc2c(c1O)[C@@H]1O[C@H](CO)[C@@H](O)[C@H](O)[C@H]1OC2=O	i	i	-4	i	i	i	i	i	i	i	i
Cc1ccccc1Oc1ncnc2sccc12	i	i	9	i	i	i	i	i	i	i	8.4*
Nc1cc(=O)[nH]c(N)n1	x	x	x	x	x	i	i	i	x	i	i
CCC12CCCN3CCc4c(n(c5ccccc45)C(O)(C(=O)OC)C1)C32 (stereo not given)	i	i	2	i	i	i	i	i	i	i	i
CC(=O)N(CC(O)CO)c1c(I)c(C(=O)NCC(O)CO)c(I)c(C(=O)NCC(O)CO)c1I (stereo not given)	i	i	7	i	i	i	i	i	i	i	i

By substructure: the entries above containing a halogen
SMILES	TRPC4 potent	TRPC4 block	SKKanGAS inh	TRPC6 activator	TRPC6 inhibitor	MrgX1 ag	TMEM16A act	MrgX1 antag	TRPC4 act	TMEM16A inh	MrgX1 PAM
O=C(NCCN1CCOCC1)c1ccc(Cl)cc1	i	i	-4	i	i	i	i	i	i	i	i
Cc1oncc1C(=O)Nc1ccc(C(F)(F)F)cc1	i	i	9	i	i	i	i	i	i	i	i
CN(C)CCC[C@@]1(c2ccc(F)cc2)OCc2cc(C#N)ccc21	i	i	28	i	i	i	i	i	i	i	i
CCOC(=O)Nc1ccc(NCc2ccc(F)cc2)nc1N	x	x	x	x	x	i	i	i	x	i	i
COc1cc(NC(=O)c2cc(C3CC3)on2)c(OC)cc1Cl	i	i	-8	i	i	i	i	i	i	i	i
C[C@@H]1C[C@H]2[C@@H]3C[C@H](F)C4=CC(=O)C(Cl)=C[C@]4(C)[C@@]3(F)[C@@H](O)C[C@]2(C)[C@@]1(O)C(=O)CO	i	i	-3	i	i	i	x	i	i	i	i
CCC(Cc1c(I)cc(I)c(N)c1I)C(=O)O (stereo not given)	x	x	x	x	x	i	i	i	x	i	i
COc1ccc(Sc2ccc(NC(=O)c3ccccc3Cl)cc2C#N)cc1	i	i	52*	i	i	i	i	i	i	i	i
CN(C)C(=O)COc1ncnc2scc(-c3ccc(F)cc3)c12	i	i	-1	i	i	i	i	i	i	i	8.2*
CC1CCc2c(N3CCC(O)CC3)c(F)cc3c(=O)c(C(=O)O)cn1c23 (stereo not given)	x	x	x	x	x	i	i	i	x	i	i
CN1CCN(c2c(F)cc3c(=O)c(C(=O)O)cn4c3c2SCC4)CC1	i	i	14&5	i	i	i	i	i	i	i	i
CC(=O)N(CC(O)CO)c1c(I)c(C(=O)NCC(O)CO)c(I)c(C(=O)NCC(O)CO)c1I (stereo not given)	i	i	7	i	i	i	i	i	i	i	i

Only part of the results is shown. The share of hits here may be higher or lower than overall.
